RORgamma inh: qHTS for inhibitors of ROR gamma transcriptional activity | AID 2551, 2010 | Nuclear receptor ROR-gamma (Mus musculus), P51450 | 310,000 compounds, 5.4% hits | Potency, µM (highest dose often 53.6 µM), inactives show at the top dose activity change, negative = inhibition, usual class: inhibitors | Drosophila S2 Gal4-RORgamma UAS-luciferase reporter, 20 h; note: potency is the fitted concentration of half-maximal effect; % is set by controls: 0 for no effect and ±100 for the full control effect; nearly all actives have a fitted effect of over 60% in size
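A Gal4/UAS one-hybrid system in insect cells: metallothionein-promoter Gal4–ROR gamma fusion plus Photinus luciferase reporter. Copper sulfate 700 uM final, 20 hr ambient incubation, luminescent detection after 10 min with reagent.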
BRCA1 expr up: qHTS Assay to Identify Small Molecule Activators of BRCA1 Expression. MCF7-BRCA1-FFLuc reporter, luminescence, 48 h; response scale: scaled: vehicle 0%, 10 µM genistein 100%. AID 624202, 2012. 380,000 compounds, 1.1% hits. Potency, µM (highest dose often 46.1 µM), without a hit: top-dose activation, most hits filed as activators; note: potency is the fitted concentration of half-maximal effect; nearly all actives have a fitted effect of over 80% in size; some results filed as inactive show a strong effect at the top dose
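Reporter cells (MCF7, BRCA1 promoter-firefly luciferase) received library compounds across a concentration series for 48 h. End-point luminescence was measured and concentration-effect curves derived after normalization.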
PKM2 act: qHTS Assay for Activators of Human Muscle isoform 2 Pyruvate Kinase | Pyruvate kinase PKM (Homo sapiens), P14618 | purified PKM2, Kinase-Glo ATP luminescence, activation; response scale: 0% is enzyme alone, no compound | Potency, µM (highest dose often 57.5 µM), for inactives: at the top dose activation, most hits filed as activators | 260,000 compounds, 0.34% hits; note: potency is the fitted concentration of half-maximal effect; % is set by controls: 0 for no effect and ±100 for the full control effect; nearly all actives have a fitted effect of over 55% in size
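Kinase-Glo luminescence reports ATP generated from ADP (0.1 mM) and PEP (0.5 mM) by purified hPK-M2 after 1 h at room temperature, pH 7.2 imidazole buffer; intermediate enzyme activity allows detecting inhibitors and activators.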
ELG1 genotoxic: qHTS screen for small molecules that induce genotoxicity in human embryonic kidney (HEK293T) cells expressing luciferase-tagged ELG1 | 330,000 compounds, 1.3% hits | HEK293T ELG1-luciferase reporter, luminescence, 16 h | Potency, µM (top dose mostly 46 µM), inactives show at the highest dose activity change, positive = activation, usual class: activators; note: potency is the fitted concentration of half-maximal effect; % of control where 0% means no effect; nearly all actives have a fitted effect of over 60% in size
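Luminescence read-out: rising ELG1-luciferase signal, reflecting elevated ELG1 protein under genetic stress, flags genotoxic compounds. Cells were treated for 16 hr at 37 °C before ONE-Glo detection.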
Rab9 promoter act: qHTS Assay for Rab9 Promoter Activators. 320,000 compounds, 2.8% hits. AID 485297, 2010. Huh7 Rab9 promoter-luciferase reporter, luminescence, 24 h. Potency, µM (series often up to 9.22 µM), for the others: top-dose activation, negative = inhibition, hits mostly activators; note: potency is the fitted concentration of half-maximal effect; % of control where 0% means no effect; nearly all actives have a fitted effect of over 60% in size
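Cell-based reporter: Huh7 stable for Rab9 promoter-driven luciferase, plated in reduced-serum medium with 10% FBS at 1500 cells/well, compound-treated 24 h at 37 °C, luminescence read after 10 min reagent.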
p53 reactivator: qHTS assay for re-activators of p53 using a Luc reporter | 320,000 compounds, 0.063% hits | Potency, µM (highest dose often 92.2 µM), without a hit: at the top dose activity change, positive = activation, most hits filed as activators | H1299 p53-A138V BP100-luciferase reporter, luminescence, 24 h | AID 504706, 2011; note: potency is the fitted concentration of half-maximal effect; % of control where 0% means no effect; nearly all actives have a fitted effect of over 45% in size
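p53-null H1299 cells stably carrying temperature-sensitive p53-A138V and a BP100-luciferase reporter were pinned with compounds (4-point, 1:5 series) and held 24 hrs at 37 deg C. Luminescence was read 10 min after detection reagent.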
NPC1 promoter act: qHTS Assay for NPC1 Promoter Activators; Huh7 NPC1 promoter luciferase reporter, 24 h; Potency, µM (doses to about 9.22 µM), for the others: at the top dose activation, hits mostly activators; 320,000 compounds, 2.4% hits;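 note: potency is the fitted concentration of half-maximal effect; % of control where 0% means no effect; nearly all actives have a fitted effect of over 60% in size; reporter is driven by a mutant NPC1 promoter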
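Compounds in DMSO were transferred onto Huh7 NPC1-luciferase reporter cells pre-incubated 2 h; after 24 h at 37 °C, Amplite reagent was dispensed and luminescence recorded 10 min later.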
VP16 counter: VP16 counterscreen qHTS for inhibitors of ROR gamma transcriptional activity; 310,000 compounds, 3.5% hits; Drosophila S2 Gal4-VP16 UAS-luciferase, luminescence, 20 h; Potency, µM (doses to about 53.6 µM), without a hit: at the highest dose activity, negative = inhibition, actives largely listed as inhibitors;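 note: Gal4-VP16 expression switched on by copper sulfate through the metallothionein promoter; potency is the fitted concentration of half-maximal effect; % is set by controls: 0 for no effect and ±100 for the full control effect; nearly all actives have a fitted effect of over 50% in size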
Menin MLL FP TR: qHTS Assay for Inhibitors Targeting the Menin-MLL Interaction in MLL Related Leukemias: Competition With Texas Red Labeled MLL-derived Mutant Peptide. O00255. Menin + Texas Red MLL mutant peptide, fluorescence polarization. Potency, µM (top dose mostly 61.6 µM), without a hit: at the top dose FP activity change, negative = inhibition, usual class: inhibitors. 270,000 compounds, 0.23% hits; active = well fitted inhibition curve with a large enough effect in the polarisation, with a control signal flat, not every such curve was filed as active; inconclusive = small, poorly fitted or top-dose-only effect, or effect the other way, or a change in a side signal; inactive = no such curve, though single readings can be large or run the other way; the % refers to the polarisation; note: potency is the fitted concentration of half-maximal effect; % of control where 0% means no effect; many of its hits are not listed in these tables
Target sequence (O00255 whole entry, looked up): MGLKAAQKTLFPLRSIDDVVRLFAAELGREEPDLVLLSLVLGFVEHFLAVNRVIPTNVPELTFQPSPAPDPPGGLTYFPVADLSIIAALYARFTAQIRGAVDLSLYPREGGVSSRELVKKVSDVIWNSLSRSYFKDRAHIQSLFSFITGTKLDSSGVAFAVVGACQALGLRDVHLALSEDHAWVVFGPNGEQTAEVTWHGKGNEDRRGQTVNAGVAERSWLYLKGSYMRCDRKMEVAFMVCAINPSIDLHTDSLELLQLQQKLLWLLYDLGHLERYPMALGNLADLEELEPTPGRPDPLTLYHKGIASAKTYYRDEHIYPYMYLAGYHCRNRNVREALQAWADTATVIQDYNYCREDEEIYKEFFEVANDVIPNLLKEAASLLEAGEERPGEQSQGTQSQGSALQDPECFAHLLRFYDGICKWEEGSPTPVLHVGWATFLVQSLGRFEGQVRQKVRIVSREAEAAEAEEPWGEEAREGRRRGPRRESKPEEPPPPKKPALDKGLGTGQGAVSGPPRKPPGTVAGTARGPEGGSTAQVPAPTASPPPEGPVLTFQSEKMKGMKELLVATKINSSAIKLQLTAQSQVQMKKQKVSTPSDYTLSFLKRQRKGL
Giardia kill: Small Molecules that selectively kill Giardia lamblia: qHTS; Giardia lamblia trophozoite viability; activity change, % at 7.66 µM, hits read low; 340,000 compounds, 0.15% hits; in the data active = activity change below about -80%; inconclusive = between about -30% and that limit;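 note: parasites exposed to compound for two days anaerobically before the ATP read; % is set by controls: 0 for no effect and ±100 for the full control effect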
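Luminescence from cellular ATP indicates surviving trophozoites (100 cells/well) following 48 hrs anaerobic compound treatment at 37 deg C; signal develops 15-30 min at room temperature.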
FLuc counter: qHTS profiling assay for firefly luciferase inhibitor/activator using purifed enzyme and Km concentrations of substrates (counterscreen for miR-21 project); Luciferin 4-monooxygenase (Photinus pyralis), P08659; purified FLuc, Km substrates, luminescence inhibition; Potency, µM (series often up to 57.5 µM), for the others: at the highest dose activity change, negative = inhibition, most hits filed as inhibitors; 360,000 compounds, 6.9% hits;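 note: potency is the fitted concentration of half-maximal effect; plate controls were vehicle for no effect and reference inhibitor for full effect; nearly all actives have a fitted effect of over 55% in size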
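Purified P. pyralis luciferase, 10 nM final, with Km-level 10 uM D-luciferin and 10 uM ATP in 50 mM Tris acetate pH 7.5, 10 mM Mg acetate, 0.01% Tween-20, 0.05% BSA; 6-point qHTS titration about 60 µM downward; luminescence read.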
* marks the source's active call; other numbers are inactive results; ? = inconclusive; / = not tested or not shown; [ ] = dose if it differs, or a comment. Unless noted, calls come from the whole dose curve; as a rule, active = well fitted curve in the direction sought with a large enough effect; inconclusive = small, poorly fitted or top-dose-only effect, or another doubt; inactive = no such curve, though single readings can be large; an effect the other way counts as inactive or inconclusive.

Every second line gives: ELG1 genotoxic	Rab9 promoter act	PKM2 act	BRCA1 expr up	Giardia kill	Menin MLL FP TR	FLuc counter	VP16 counter	RORgamma inh	p53 reactivator	NPC1 promoter act
CC(C)(C)c1cnnn1-c1cccc([N+](=O)[O-])c1
→ 3%	0%	-1%	-16%	-5	-4%	-1%	-2%	-22%	20%	-3%
COc1ccc(-n2c(C)cc(=O)[nH]c2=O)cc1
→ -9%	3%	-5%[11.5 µM]	-3%	-10	-4%	8%	-16%	-34%	12%	0%
CCS(=O)(=O)N1CCC(NC(=O)C2CCCCC2)CC1
→ 3%	-8%	-16%	11%	-9	-2%	-3%	2%	2%	-6%	3%
CCN1CCN(CC(=O)N/N=C/c2ccc(F)cc2F)CC1
→ 0%	-2%	-7%	-2%	9	-1%	2%	4%	-23%	-10%	-1%
Cc1ccc(-n2c(Cn3nc(C(F)F)cc3C(F)F)n[nH]c2=S)cc1
→ -1%	-4%	-2%	10%	-22	5%	2%	0%	?	1%	-1%
COc1ccc2oc(=N)c(C(=O)Nc3ccccc3Cl)cc2c1
→ ?	2.5µM*	8%	4.5µM*	0	-13%	0.54µM*	-13%	-38%	/	3.5µM*
O=[N+]([O-])c1c(NCCCO)cc(N2CCCCCC2)c2nonc12
→ -1%	-1%	/	-26%	10	?	-3%	?	42%	-4%	-2%
CC(C)c1cccc(C(C)C)c1NC(=O)CCN1C(=O)NC2(CCCC2)C1=O
→ 0%	1%	/	-12%	-4	/	/	/	/	11%	-8%
Cc1cc(-c2nnc(SCC(=O)Nc3cccc(C)c3C)n2N)n[nH]1
→ 3%	2%	/	-3%	-29	/	0%	-16%	-18%	4%	3%
CN(CC(=O)Nc1ccc(C(N)=O)cc1)CC(=O)Nc1ccccc1Br
→ 3%	0%	-4%	0%	7	/	0%	6%	-2%	-6%	1%
Cc1ccc(C(=O)N2CCN(S(=O)(=O)c3ccc(Br)cc3)CC2)o1
→ -3%	0%	/	-30%	0	-23%	-1%	3%	16%	-3%	0%
O=C(N=C1SC2CS(=O)(=O)CC2N1c1ccccc1)C1CC1 (configuration not stated)
→ 0%	-2%	/	16%	1	/	2%	-10%	-4%	-13%	-1%
COc1ccc(NC(=O)/C(C#N)=C/c2ccc3c(c2)n(C)c(=O)n3C)cc1
→ 0%	-6%	1%	-13%	-13	7%	0%	-8%	0%[10 µM]	-9%	-4%
Cn1c(CNc2cccc(Cl)c2)nnc1SCC#N
→ -8%	1%	2%	-13%	2	-2%	5%	-12%	25%	9%	-1%
O=C1CC(C(=O)NCCc2ccccc2)SC(=Nc2ccccc2)N1 (configuration not stated)
→ -4%	-1%	-1%	0%	3	/	6%	-1%	40%	-3%	2%
COc1ccccc1Nc1nn2c(=O)c3ccc(C(=O)N4CCCC(C)C4)cc3nc2s1 (configuration not stated)
→ -16%	-1%	2%	-61%	-11	29%	?	-14%	0%	9%	0%
CCC(CO)Nc1ncnc2c1cnn2-c1ccc(OC)cc1 (configuration not stated)
→ 2.6µM*	1µM*	6%	55%	-22	-25%	6.7µM*	-22%	-25%	?	1µM*
COC(=O)CNC(=O)C1Cc2ccccc2CN1S(=O)(=O)c1ccc(F)cc1 (configuration not stated)
→ 1%	-8%	/	-12%	1	-15%	0%	2%	-7%	-3%	-4%
Cc1ccccc1C(=O)NCC(c1ccco1)N1CCc2ccccc21 (configuration not stated)
→ -3%	-3%	/	-23%	-4	/	-1%	/	/	-2%	-3%
Cc1cc(C(=O)CSc2nnc(-c3ccc4c(c3)OCO4)o2)c(C)n1-c1ccc(F)cc1
→ 2%	-6%	1%	-21%	-2	-16%	-11%	-18%	-35%	2%	-1%

Random excerpt: 3 records from the list, in no set order.
Every second line gives: ELG1 genotoxic	Rab9 promoter act	PKM2 act	BRCA1 expr up	Giardia kill	Menin MLL FP TR	FLuc counter	VP16 counter	RORgamma inh	p53 reactivator	NPC1 promoter act
COc1ccc2oc(=N)c(C(=O)Nc3ccccc3Cl)cc2c1
→ ?	2.5µM*	8%	4.5µM*	0	-13%	0.54µM*	-13%	-38%	/	3.5µM*
Cc1ccc(C(=O)N2CCN(S(=O)(=O)c3ccc(Br)cc3)CC2)o1
→ -3%	0%	/	-30%	0	-23%	-1%	3%	16%	-3%	0%
CC(C)c1cccc(C(C)C)c1NC(=O)CCN1C(=O)NC2(CCCC2)C1=O
→ 0%	1%	/	-12%	-4	/	/	/	/	11%	-8%

Other results follow:
Every second line gives: ELG1 genotoxic	Rab9 promoter act	PKM2 act	BRCA1 expr up	Giardia kill	Menin MLL FP TR	FLuc counter	VP16 counter	RORgamma inh	p53 reactivator	NPC1 promoter act
Cc1ccc(C(C(=O)NC2CCCCC2)N2CCOCC2)cc1 (configuration not stated)
→ 1%	0%	-5%	-17%	2	/	2%	2%	-15%	7%	-1%
NC(=O)c1c(NC(=O)c2cccs2)sc2c1CCCCCC2
→ 6%	3.2µM*	1%	5%	-5	?	4.8µM*	8%	?	?	?
COc1ccc2cc(C(=O)C3CCCN(C(=O)c4cccnc4)C3)ccc2c1 (configuration not stated)
→ 0%	10%	/	-1%	-18	-5%	-3%	-4%	0%	-4%	0%
Cc1nc(-c2ccc(Cl)cc2)sc1C1(C)CC(c2ccc(F)cc2)=NO1 (configuration not stated)
→ 12%	6%	?	15%	-15	22%	?	-2%	24%	13%	14%
CN(Cc1cccc(F)c1)C(=O)c1ccc(NS(=O)(=O)c2ccc3[nH]c(=O)[nH]c3c2)cc1
→ -2%	-1%	/	-12%	2	/	2%	/	/	8%	-1%
CCC(c1ccc(O)cc1)C(CC)c1ccc(O)cc1 (configuration not stated)
→ 0%	-1%	/	0%	3	21%	-3%	-28%	-20%	-9%	0%
CCOC(=O)N1CCC(N2C(=O)c3ccccc3C2Nc2cc(OC)c(OC)c(OC)c2)CC1 (configuration not stated)
→ 6%	-3%	7%	-1%	-4	-13%	1%	2%	-5%	1%	-1%
Cc1c(C=O)c2ccccn2c1C(=O)c1cccs1
→ -9%	1%	10%	4%	-22	-1%	-3%	18%	-3%	-3%	0%
Cc1cccc(C(=O)N2CCN(c3ccc([N+](=O)[O-])c(NCc4ccco4)c3)CC2)c1
→ -3%	-13%	3%	-46%	-2	-2%	0%	1%	?	-4%	-5%
COc1cccc(NC(=O)CN(C)C(=O)c2cccc(S(=O)(=O)Nc3ccccc3OC)c2)c1
→ -1%	3%	/	-16%	2	/	-4%	/	/	-3%	0%
O=[N+]([O-])c1ccccc1/C=N/n1c(-c2ccccc2)n[nH]c1=S
→ 0%	-1%	-24%	-11%	-2	8%	-2%	?	?	?	-1%
O=C(CSc1nnc(-c2ccccc2)o1)OCc1ccccc1
→ 5%	2%	0%	0%	-18	-6%	?	-3%	0%	0%	-1%
CCOC(=O)CSCC(=O)N1CCC(Cc2ccccc2)CC1
→ -3%	0%	0%	-22%	17	-25%	-8%	0%	18%	3%	1%

A draw from above in order of formula weight, lowest first.
Every second line gives: ELG1 genotoxic	Rab9 promoter act	PKM2 act	BRCA1 expr up	Giardia kill	Menin MLL FP TR	FLuc counter	VP16 counter	RORgamma inh	p53 reactivator	NPC1 promoter act
Cc1c(C=O)c2ccccn2c1C(=O)c1cccs1
→ -9%	1%	10%	4%	-22	-1%	-3%	18%	-3%	-3%	0%
Cc1ccc(C(C(=O)NC2CCCCC2)N2CCOCC2)cc1 (configuration not stated)
→ 1%	0%	-5%	-17%	2	/	2%	2%	-15%	7%	-1%
Cc1cccc(C(=O)N2CCN(c3ccc([N+](=O)[O-])c(NCc4ccco4)c3)CC2)c1
→ -3%	-13%	3%	-46%	-2	-2%	0%	1%	?	-4%	-5%

Not all compounds are listed; the hit share may differ from the screen's.
